# NCOA3 inh: inhibits human SRC3 coactivator. actives 0.17% (n = 360,000). inhibition, % at 3.6 µM. HEK293 GAL4-SRC3 luciferase reporter, luminescence. Q9Y6Q9;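 active means inhibition above a per-campaign cutoff, the mean of all compounds plus 3 SD, cut at about 60% in these data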;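 further: 0% = DMSO-treated cells and 100% = gossypol-treated cells at 36 µM; higher means less SRC3-driven luciferase light from the GAL4 reporter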
# EBV LMP1 NFkB: inhibitors of Epstein-Barr LMP1-induced NF-kappaB reporter; AID 504558; LMP1-induced NF-kappaB luciferase reporter cells, luminescence; actives 0.69% (n = 350,000); inhibition, % at 12.5 µM; in the data active means inhibition above about 41%; inconclusive means no clear call, values can overlap the other calls;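 further: 0% = neutral control wells and 100% = reference inhibitor control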
# NOD2-RIPK2 inh: inhibitors of human NOD2-RIPK2 interaction; O43353; actives 0.38% (n = 360,000); AID 624267; inhibition, % at 4.98 µM; CHO BLA complementation NOD2-RIPK2, CCF4 ratio; in the data active means inhibition above about 21%;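 further: 0% = vehicle only and 100% = reference blocker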
# Target sequence (O43353 whole entry, looked up): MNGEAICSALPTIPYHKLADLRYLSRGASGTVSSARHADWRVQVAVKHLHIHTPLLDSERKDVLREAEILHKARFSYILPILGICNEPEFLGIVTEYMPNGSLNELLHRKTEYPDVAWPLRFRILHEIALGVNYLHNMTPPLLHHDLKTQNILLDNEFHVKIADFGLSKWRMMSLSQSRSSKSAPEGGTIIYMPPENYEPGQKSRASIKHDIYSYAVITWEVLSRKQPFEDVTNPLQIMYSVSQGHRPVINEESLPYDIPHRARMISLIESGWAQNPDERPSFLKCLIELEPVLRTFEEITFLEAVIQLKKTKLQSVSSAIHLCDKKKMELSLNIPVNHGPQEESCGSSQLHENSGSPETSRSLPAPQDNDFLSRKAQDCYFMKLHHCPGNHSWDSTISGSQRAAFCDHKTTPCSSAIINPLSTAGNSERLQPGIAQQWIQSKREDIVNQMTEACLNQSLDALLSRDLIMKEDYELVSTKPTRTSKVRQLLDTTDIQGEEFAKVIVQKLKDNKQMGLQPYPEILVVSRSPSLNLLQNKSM
# TLR9-MyD88 inh: inhibitors of human TLR9-MyD88 binding; Q9NR96+Q99836; actives 0.21% (n = 340,000); inhibition, % at 4.98 µM; CHO BLA complementation TLR9-MyD88, CCF4 FRET ratio;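 active means inhibition above the mean over all tested compounds plus 3 SD, cut at about 21% in these data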;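 further: 0% = DMSO only wells and 100% = clavulanate BLA inhibitor control wells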
# NR5A2 inv ag: inverse agonists of human LRH-1 (NR5A2); O00482; HEK293T StAR-luciferase reporter, LRH-1 transfected, 24 h; inhibition, % at 3.6 µM; actives 0.13% (n = 360,000); AID 602396;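 active means inhibition above the mean inhibition of all tested compounds plus 3 SD, cut at about 73% in these data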;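 further: 0% = DMSO wells and 100% = reporter-only cells lacking LRH-1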
# COUP-TFII inh: blocks human COUP-TFII nuclear receptor; P24468; HEK293T NGFI-A luciferase reporter, luminescence; inhibition, % at 8.6 µM; actives 0.7% (n = 370,000);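 active means inhibition above a per-plate cutoff, mean inhibition of test wells between control levels plus 3 SD, cut at about 38% in these data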;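 further: cells cotransfected with COUP-TFII expression vector driving the NGFI-A reporter; 0% = median of COUP-TF2 test wells and 100% = reporter-only cells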
# Target sequence (P24468 whole entry, looked up): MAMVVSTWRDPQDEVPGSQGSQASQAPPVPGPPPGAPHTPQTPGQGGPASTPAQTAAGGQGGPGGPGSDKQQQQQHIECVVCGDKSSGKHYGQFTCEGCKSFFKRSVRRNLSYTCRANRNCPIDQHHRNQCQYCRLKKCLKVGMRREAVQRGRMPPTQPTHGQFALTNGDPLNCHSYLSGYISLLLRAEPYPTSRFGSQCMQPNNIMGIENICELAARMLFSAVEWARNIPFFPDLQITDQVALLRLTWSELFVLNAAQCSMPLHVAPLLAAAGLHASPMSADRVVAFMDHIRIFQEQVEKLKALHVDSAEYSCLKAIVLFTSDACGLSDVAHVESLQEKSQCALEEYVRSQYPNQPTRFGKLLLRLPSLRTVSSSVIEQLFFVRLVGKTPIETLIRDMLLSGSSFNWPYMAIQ
# Vif inh: HIV Vif inhibition; inhibition, % at 7.49 µM; HEK293T cells, Vif self-association by quenched fluorescence, imaging, 24 h; AID 602346; actives 0.35% (n = 340,000); in the data active means inhibition above about 50%, passing the limit was not always enough; inconclusive means no clear call, values can overlap the other calls; inactive means below about 31%; further: some results filed as inactive read as strong as hits
# NCOA2 inhibitor: human SRC2 (NCOA2) inhibition; Q15596; HEK293 GAL4-SRC2 luciferase reporter, luminescence; inhibition, % at 9 µM; actives 0.17% (n = 370,000); AID 651957;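 active means inhibition above the mean inhibition of all tested compounds plus 3 SD, set per campaign, cut at about 52% in these data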;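 further: 0% = DMSO treated cells and 100% = cells given Gossypol at 36 µM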
# C8 TRAIL sens: caspase-8 TRAIL sensitization; NB7+C8 cells + TRAIL, ATPlite viability luminescence; inhibition (viability loss, TRAIL sensitization), % at 10 µM; actives 1% (n = 360,000);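 active means compounds causing at least 50% loss of cell viability in the single-dose screen, relative to plate controls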
# TROY signal inh: inhibitors of TROY-dependent NF-kB signaling; Q293 LMP1-TROYcd NF-kB luciferase reporter, 4 h; inhibition, % at 10 µM; actives 0.98% (n = 360,000); AID 1347056;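 active means compounds whose plate-normalised and pattern-corrected inhibition of the luciferase reporter signal at the single screening dose is 50% or more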
# NCOA1 inh: human NCOA1 inhibition; AID 588354; Q15788; actives 0.12% (n = 360,000); HEK293 GAL4-SRC1 luciferase reporter, luminescence; inhibition, % at 3.6 µM;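 active means inhibition above the campaign mean plus 3 SD, with each screening campaign given its own cutoff, cut at about 60% in these data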;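 further: 0% = DMSO treated cells and 100% = gossypol at 36 µM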
# Numbers without * were called inactive; i = inactive; ? = inconclusive; · = no result given. Only part of the results is shown; the hit share may differ from the screen's.
SMILES,NCOA3 inh,EBV LMP1 NFkB,NOD2-RIPK2 inh,TLR9-MyD88 inh,NR5A2 inv ag,COUP-TFII inh,Vif inh,NCOA2 inhibitor,C8 TRAIL sens,TROY signal inh,NCOA1 inh
CCOC(=O)c1ccc(CNC(=O)C2CCC(=O)N(CCc3ccccc3)C2)o1 (stereo unspecified),-7.6,-8.0,-2.4,-3.0,2.7,6.3,4.8,5.7,-11.5,3.0,17.5
CCOC(=O)C1CCCN(C(=O)c2cc3nc(-c4ccc5c(c4)OCO5)cc(C(F)(F)F)n3n2)C1 (stereo unspecified),7.5,14.4,-6.9,2.0,-14.8,10.5,-8.1,-25.5,5.3,25.0,12.5
COc1ccc2c(CC(=O)OCC(=O)NC(N)=O)coc2c1,2.6,-0.1,-12.7,-11.6,7.0,13.4,-1.5,7.3,-21.6,-13.7,-11.6
COc1ccccc1C1=CN(Cc2ccccc2)CCC1=O,-3.9,-3.6,-2.1,-0.5,2.0,7.8,-0.5,11.2,21.4,-7.3,11.7
COc1ccc(CCN(Cc2cccs2)S(=O)(=O)c2ccc(S(=O)(=O)N3CCC(C)CC3)cc2)cc1OC,2.9,4.7,-1.5,7.2,8.0,1.0,-5.5,-32.2,-9.7,-0.1,2.7
COc1ccc(CC(=O)Nc2nc(-c3ccncc3)cs2)cc1,14.1,10.1,-8.4,4.1,-5.6,17.8,-3.1,6.8,-3.5,-4.7,-3.2
CC(=O)c1ccc(NS(=O)(=O)c2ccc(N)cc2)cc1,6.7,-5.2,-7.2,6.1,17.5,-18.7,0.2,-6.9,0.5,6.0,6.0
CCCc1oc2c(c(=O)c1CC)C(=O)CC(C)(C)C2,14.2,6.1,-0.9,-7.6,-17.2,-7.7,-10.4,0.6,16.6,-3.4,-19.9
CCCn1c(=O)[nH]c2ccccc21,15.3,-1.7,-3.1,-0.7,-6.9,0.3,-1.3,14.3,-3.8,30.9,-7.9
CC1(C2CC2)NC(=O)N(CC(=O)N2CCN(c3ccccc3F)CC2)C1=O (stereo unspecified),9.8,-9.2,-5.6,-12.0,7.7,18.6,-17.4,-2.6,-5.7,-6.4,22.9
CC(=O)c1cccc(N(CC(=O)NCC2CCCO2)C(=O)CCC(=O)Nc2cc(C)on2)c1 (stereo unspecified),16.6,-0.1,1.8,-3.7,-1.3,14.2,-7.1,-37.6,-5.7,1.9,1.0
COCCNC(=O)c1snc2ccc(Cl)cc12,10.1,0.4,-8.2,-6.3,-11.0,8.3,·,29.0,35.2,-10.3,6.4
CN(C)S(=O)(=O)c1ccc(C(=O)Nc2cc(S(=O)(=O)Nc3ccccc3Cl)ccc2N2CCCCC2)cc1,-2.3,-3.4,-17.1,-8.7,-9.9,20.3,-5.4,-5.5,2.1,-10.9,1.6
O=C(O)c1cc(Br)ccn1,-7.6,-8.0,-17.3,-12.7,8.1,5.7,10.0,-8.5,7.2,17.5,12.8
O=C(O)c1cc(-c2ccc(Cl)cc2)n[nH]1,9.6,5.3,-13.6,2.2,-11.6,-0.6,13.0,-8.2,2.0,-14.3,-14.6
O=S(=O)(c1ccc(Cl)s1)N1CCN(CCc2ccccc2)CC1,-5.7,-11.2,-11.3,-4.5,6.8,9.8,-14.2,7.9,-11.3,17.5,-16.0
COC(=O)c1cccc(COC(=O)CNC(=O)c2ccco2)c1,-1.7,-0.6,-3.0,6.2,-4.1,5.0,21.8,-2.6,1.0,-14.6,-16.7
Cc1cccc(Nc2ccccc2C(=O)NCc2ccco2)c1C,6.5,-4.1,3.5,-5.0,-14.2,13.2,·,-10.6,0.3,16.9,1.7
CC(C)Nc1nc2ccccc2c(=O)[nH]1,18.8,-4.3,-13.8,1.7,2.3,5.0,13.2,-6.4,-8.3,-5.5,-2.2
CCn1c(Cc2ccc(OC)cc2)nnc1SCc1nc2ccccc2c(=O)[nH]1,-7.5,2.8,2.5,-2.4,-2.2,12.8,-6.7,-7.1,-5.8,31.8,-7.7
CCCCN1CC(=O)N2[C@H](c3ccc(OC)cc3)[C@@H]3C(=O)N(CC)C(=O)[C@@H]3[C@]2(C)C1=O,3.4,-9.2,3.3,-7.3,-10.0,·,4.2,·,-7.6,-14.1,5.0
CCCN1CCN(CCCNC(=O)c2cc3c(=O)[nH]c4ccc(C)cc4c3s2)CC1,-8.6,-2.0,6.9,-0.2,-17.8,-5.7,-1.7,-46.7,-2.1,8.1,-8.4
N#Cc1cccc(C(=O)C(=O)N2CCN(c3ccccc3)CC2)c1,·,·,-3.9,·,13.1,-12.0,·,-22.3,-8.8,·,·
Cc1cccc(OCC(=O)Nc2ccc3c(c2)nc(CCN2CCN(c4ccccn4)CC2)n3C)c1,8.7,12.5,9.0,6.5,17.3,52.2*,-6.9,29.9,25.8,32.1,5.1
COC(=O)c1c(C)[nH]c(C)c1-c1ccccc1Cl,7.2,5.8,0.8,-3.4,-0.6,6.5,-1.3,23.2,-16.5,6.7,-4.2
CCOc1ccc(S(=O)(=O)NCCc2ccccn2)cc1,14.3,4.9,-8.0,-12.9,0.2,-2.4,-2.0,19.7,-2.8,-2.4,1.4
CC1CCCC(NC(=O)COC(=O)Cc2cn3ccsc3n2)C1C (stereo unspecified),6.8,-3.4,6.5,-1.8,-17.2,-11.2,19.8,1.7,-10.0,16.9,-3.1
CC(c1ccc2ccccc2c1)c1ccccc1C(=O)O (stereo unspecified),-2.0,3.0,-5.9,-5.9,-11.2,9.8,-3.8,-8.3,-13.0,-5.1,-1.9
O=C(NC1CCCC1)C(c1ccsc1)N(C(=O)Cc1cccs1)c1ccccc1 (stereo unspecified),1.0,-10.3,-9.0,3.9,13.9,-3.1,-2.8,11.7,-8.6,2.2,3.9
COc1cc(-c2nc(N)n[nH]2)cc(OC)c1OC,0.6,-3.0,-1.8,-11.3,8.2,-14.0,9.1,4.6,20.5,7.7,-4.5
CCNC(=O)CC1C(=O)N(c2ccccc2)C(=O)N1CCc1ccc(OC)c(OC)c1 (stereo unspecified),-19.7,2.9,1.0,-3.2,-0.6,5.3,3.4,-41.0,1.8,-5.5,7.3
C=CCSc1nc2c(C(=O)OCC)nnn2c2ccccc12,8.6,8.8,-14.5,8.2,25.7,1.8,-17.6,5.2,-1.9,5.6,12.6
Cc1ccc(N2CCN(C(=S)c3ccc(-c4ccccc4[N+](=O)[O-])o3)CC2)cc1,13.9,-6.1,-1.4,-1.9,5.4,-1.6,-10.4,7.2,5.0,-1.4,-43.2
Cc1cnc(C(=O)Nc2ccc(N3CCOCC3)cc2)cn1,-30.4,-2.1,1.6,-4.6,-34.6,-7.1,6.9,-83.6,11.0,-25.3,-50.6
CCCNS(=O)(=O)c1ccc2c(c1)CCCN2C(C)=O,-4.6,-4.9,5.0,3.0,-0.3,6.4,15.1,-4.6,-5.4,4.9,16.4
CC1(C)CC(O)C(CCC(O)c2ccccc2)C(C)(C)N1 (stereo unspecified),15.1,6.3,-8.5,4.7,-8.9,-10.4,?,18.0,3.0,8.2,-11.0
COc1nc(C)ccc1-c1noc(-c2cccnc2)n1,-38.1,-8.6,5.2,2.4,-39.3,-41.2,-1.7,-28.8,17.9,-47.6,-61.9
Cn1nc(-c2ccccc2)c2nc3ccccc3nc21,-0.4,9.0,15.7,8.6,17.8,-0.8,i,-15.8,-3.0,11.1,-11.0
COc1ccc(NC(=O)c2cccc(Cl)c2)c[n+]1[O-],-18.1,3.4,5.3,5.7,-4.8,7.9,-10.8,-12.6,-1.4,-9.0,9.9
C=CCOn1c(=O)c(=O)n(OCc2ccccc2)c2ccccc21,20.0,-4.5,-12.5,-1.0,-5.7,11.2,-10.6,-3.3,8.3,-3.5,-15.4
C=CCOC(=O)COc1ccc2c(C)c(CC)c(=O)oc2c1,9.8,8.3,-2.9,-0.7,6.5,-16.1,0.1,-3.0,6.3,-14.3,7.7
O=C(CCC(=O)N1CCN(S(=O)(=O)c2ccc([N+](=O)[O-])cc2)CC1)N1CCOCC1,-5.4,1.8,-11.6,-5.0,-14.6,0.9,8.4,4.9,-8.7,-20.4,-7.3
O=[N+]([O-])c1ccc(O)c(C=NNc2ccc(S(=O)(=O)O)cc2)c1,-3.0,4.5,0.7,3.2,-13.0,1.9,-1.1,-7.7,0.2,4.4,-7.7
CCC(C)Sc1ccc([C@@H]2[C@@H]3C(=O)N(C)C(=O)[C@@H]3[C@]3(C(=O)OC)CCCCN23)cc1 (stereo partly specified),2.2,2.5,-13.9,-4.3,0.6,-4.8,0.5,-6.1,-3.1,6.4,-8.4
CCCOc1ccc(Cn2c(=O)oc3ccc(C)cc32)cc1,-4.3,-0.9,-2.3,9.8,9.9,3.4,12.5,-28.4,1.1,-39.4,-16.2
COc1ccc(C(=O)N2CCCCC2c2cc(C(=O)Nc3cccc(C#N)c3)no2)cc1 (stereo unspecified),-7.4,·,2.2,·,22.4,-4.2,-1.0,-5.3,2.6,-6.9,-3.0
N#CC1(NC(=O)CSc2nc3ccccc3o2)CCCCC1,-3.7,-0.8,-8.5,3.7,-9.9,1.6,-10.2,-32.5,-7.8,-6.3,8.1
Cc1cc2n(n1)SC(Nc1ccc(F)cc1)N2 (stereo unspecified),-17.9,-28.2,-18.2,-9.4,-17.5,-21.1,-11.5,-10.9,10.1,-27.4,-10.3
COc1ccccc1NC(=O)c1cc(=O)[nH]c2ccccc12,-14.6,6.1,-13.1,10.8,11.2,-2.3,-6.0,-18.3,3.1,-3.1,-22.4
O=C(N/N=C/C=C/c1cccc([N+](=O)[O-])c1)C(O)c1ccccc1 (stereo unspecified),1.7,-3.2,-2.6,2.8,13.7,-4.2,9.0,-11.6,10.4,-10.2,-1.7
CCN(CC)CCCN1C(=O)C(O)=C(C(=O)c2ccco2)C1c1ccc(C)o1 (stereo unspecified),-13.1,-6.8,2.2,5.5,-14.5,-2.0,19.9,-0.8,-5.7,0.7,-23.2
COc1ccc2ccccc2c1CN1CCN(Cc2ccccc2)CC1,-9.1,-2.2,-4.4,2.2,0.2,7.3,5.1,-27.8,9.1,-2.9,11.3
Clc1ccc(CN2C3=NCCN3c3ccccc32)cc1Cl,19.4,-6.8,7.5,-1.8,-5.0,3.2,12.4,-8.0,21.3,18.1,-19.0
CCc1ccc(NC(=S)NC2CC3CCC(C2)N3Cc2ccco2)cc1 (stereo unspecified),14.8,6.4,-7.2,-15.6,4.7,-5.8,-3.7,-33.9,-14.2,6.7,-1.2
CCOC(=O)c1ccc(NC(=O)CCOc2ccc(C)cc2)cc1,10.3,0.2,-2.4,-0.4,0.0,-18.7,4.3,10.6,-3.9,-8.2,-42.1
